Pf Dd2 growth: inhibitors of Plasmodium falciparum Dd2 growth; P. falciparum Dd2 growth, SYBR Green, 72 h; AID 1347417; Potency, µM (doses to about 28.9 µM), for the others: at the top dose activity, negative = inhibition, usual class: inhibitors; hit rate 4.3% among 120,000; active = well fitted inhibition curve with a large enough effect; inconclusive = small, poorly fitted or top-dose-only effect; inactive = no such curve, though single readings can be large or run the other way;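 note: plate controls were DMSO vehicle for no effect and reference drug for full effect; nearly all actives have a fitted effect of over 65% in size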
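Infected erythrocytes (Dd2, 0.3% parasitemia, 2.5% hematocrit final) are added to compound in RPMI-1640/Albumax II medium, grown 72 h at 37C in low oxygen, then lysed with saponin/Triton-X containing SYBR Green and read by fluorescence.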
Numbers without * were called inactive; i = inactive; u = inconclusive; [ ] = another dose, or the depositor's remark. Potency is the fitted concentration of half-maximal effect. Only part of the results is shown (hit frequency here may not be typical).

SMILES,Pf Dd2 growth
Cc1cccc(C)c1-c1cc(C(=O)N2CCOCC2)c2cnn(C)c2n1,36%[activator]
CCc1ccc(NC(=O)COC(=O)CCCC2=NS(=O)(=O)c3ccccc3N2)cc1,i
Cn1cccc1C(=O)NCC1Cn2cccc2C(=O)N1Cc1ccccc1 (stereo not drawn),7%
COc1cc(C(=O)NCC(c2cccs2)S(=O)(=O)c2ccc(F)cc2)cc(OC)c1OC (stereo not drawn),-10%
CC(=O)N1CC2(CCCCN2C2COC2)Cc2ccccc21 (stereo not drawn),9%
CC1(CNc2ccccc2)COc2ccc(C(=O)NC3CCC(O)CC3)cc2N1 (stereo not drawn),i
CCc1ccccc1NC(=O)N1CCC(CN2CCc3ccccc3C2)CC1,i
Cc1cc(=O)n(CC(=O)Nc2ccc(Br)cc2F)c(N2CCC(C)CC2)n1,-12%
COc1cccc(NC(=O)Cn2nc3c4ccccc4n(Cc4cccc(F)c4)cc-3c2=O)c1,41%[activator]
CCOc1ccccc1NC(=O)c1c(NCc2cccs2)sc2c1CCC(C)C2 (stereo not drawn),u
COc1ccc(-c2nocc2CCC(=O)O)cc1,u
Cc1ccc(-c2cc(C(=O)NCc3ccccc3Cl)c3ccccc3n2)cc1C,u
CCCN(CCC)C(=O)Cn1c(SCc2cccc(C(F)(F)F)c2)nc2cccnc21,i
CN(C)C(=O)[C@@H]1CN(Cc2c(F)cccc2Cl)C[C@H]1CO,u
Cc1nc(N2CCC(NC(=O)c3ccc(C)s3)CC2)cc(C(F)(F)F)n1,u
COc1cccc(-c2ncc3c(n2)OCCN(c2ccccc2)C3=O)c1,u
Cn1cnc(S(=O)(=O)N2CCC3(CC2)CC(CC(=O)NC2CC2)CCO3)c1 (stereo not drawn),-33%
O=C(COc1ccc(Cl)cc1)N1CC2CC(C1)[C@H]1CCCC(=O)N1C2 (stereo partly drawn),-22%
O=C(NCCN1CCOCC1)C1CN(S(=O)(=O)c2cccnc2)CC12CCCCC2 (stereo not drawn),i
CN(C)CCNC(=O)c1cc2cn(C3CC3)cc2s1,i
CCCCc1ccc(NS(=O)(=O)c2ccc(N3CCCCS3(=O)=O)cc2)cc1,-14%
CCCC(=O)Nc1ccc2c(N3CCOCC3)ncnc2c1,-16%
O=C(Cn1c(=O)nc(-c2ccccc2)c2cc(Cl)ccc21)NCc1ccccc1,u
CC(C)CNC(=O)N1CCCC(c2noc(COc3ccccc3)n2)C1 (stereo not drawn),u

The list goes on (four carried over from the part before).
SMILES,Pf Dd2 growth
CCCCc1ccc(NS(=O)(=O)c2ccc(N3CCCCS3(=O)=O)cc2)cc1,-14%
CCCC(=O)Nc1ccc2c(N3CCOCC3)ncnc2c1,-16%
O=C(Cn1c(=O)nc(-c2ccccc2)c2cc(Cl)ccc21)NCc1ccccc1,u
CC(C)CNC(=O)N1CCCC(c2noc(COc3ccccc3)n2)C1 (stereo not drawn),u
O=C1CCN(C(=O)Nc2ccccc2F)CCCC(C(=O)NCc2ccncc2)CCN1 (stereo not drawn),17%
COc1ccccc1-c1cnc(Nc2ccccc2)c2c1CCO2,-20%[44.1 µM]
COc1ccc(CNC(=O)C2CCC(CNS(=O)(=O)c3ccc4c(c3)CCCC(=O)N4)CC2)cc1 (stereo not drawn),10%
Nc1nc(N)c(S(=O)(=O)c2ccccc2)c(Nc2ccccc2)n1,u
CCOC(=O)C1=C(CS(=O)(=O)c2ccc(F)cc2)NC(=O)NC1c1ccc(OCC)c(OC)c1 (stereo not drawn),-20%
CCN1C(=O)CCN(C(=O)Nc2ccc(C)c(C)c2)CC12CCOCC2,-4%
O=C(Nc1ccccc1)N1CCOC(CN(CC2CC2)C(=O)c2cccc(F)c2)C1 (stereo not drawn),i
c1cc(-c2cc(-c3ccc(N4CCOCC4)nc3)cn3cncc23)ccn1,i

Of the compounds above, these contain a CF3 group:
SMILES,Pf Dd2 growth
CCCN(CCC)C(=O)Cn1c(SCc2cccc(C(F)(F)F)c2)nc2cccnc21,i
Cc1nc(N2CCC(NC(=O)c3ccc(C)s3)CC2)cc(C(F)(F)F)n1,u

The listing continues.
SMILES,Pf Dd2 growth
O=C(c1cccc2[nH]ccc12)N1CCC2(CC1)N(Cc1cccc(F)c1)C(=O)CS2=O (stereo not drawn),-7%
Cc1cc2nc3n(c(=O)c2n1CC(=O)Nc1cccc(Cl)c1)CCCCC3,u
O=C(c1ccc(Nc2nc3ccccc3n3nnnc23)cc1)N1CCN(c2ccc(F)cc2)CC1,u
COCCN1C(=O)c2ccccc2C(C(=O)NCCc2ccc(OC)cc2)C12CCCC2 (stereo not drawn),i
CCCNc1cc(N2CCC(CCC(=O)NCc3cccc(OC)c3)CC2)ncn1,u
COc1cc(C)c(-c2nc(CN3CCOC(CCN)C3)c(C)o2)cc1C (stereo not drawn),u
O=C(CCc1cccc(F)c1)N1CCN(Cc2ccccc2)CC(O)C1 (stereo not drawn),u
COc1ccc(CN2C[C@@H](C(N)=O)[C@H](c3nc(C)no3)C2)cc1Cn1ccnc1,u
Cc1ccc(N2CC(c3noc(-c4cccc(C)c4)n3)CC2=O)cc1 (stereo not drawn),-13%
O=C1C(N2CCN(S(=O)(=O)c3ccccc3)CC2)CCN1CCc1ccccc1 (stereo not drawn),-3%
COc1ccc(S(=O)(=O)c2cc3cc(OC)ccc3oc2=O)cc1,i
CC(=O)N1CCC(C(=O)N2CCN3C(=O)c4cc(-c5ccc6c(c5)OCO6)ccc4NC(=O)[C@H]3C2)CC1,-13%
COc1cccc(CCC2CCCN(C(=O)c3ccsc3)C2)c1 (stereo not drawn),-12%
CC(C)C[C@@H]1N[C@H](C(=O)NCc2ccccc2)Cc2cn(Cc3ccncc3)c3cccc1c23,u
O=C(Cn1ccn2nc(-c3ccccc3)c(CO)c2c1=O)Nc1ccc(Br)cc1,-19%
Cc1cccc(NC(=O)C2CCCN(S(=O)(=O)c3ccc4c(c3)oc(=O)n4C)C2)c1 (stereo not drawn),u
Cc1cc(Cl)ccc1OCC(=O)Nc1c(C(=O)c2ccccc2)oc2ccccc12,12%
OC1(c2csc(CN3CCOCC3)n2)CCN(Cc2ccccc2F)CC1,u
COc1ccccc1NC(=O)Cn1cccc1-c1nc(-c2ccc(F)cc2)no1,u
COCc1nc(CCNC(=O)COc2ccc(F)cc2)no1,-9%
COc1ccc(CN2CC3(C2)C(=O)N(Cc2ccc(C)o2)C(=O)[C@@H]2C[C@@H](O)CN23)c2ccccc12,10µM*
CN(Cc1ccc2ncccc2c1)C(=O)c1ccc(C2CCNC2)cc1 (stereo not drawn),-16%
CN1CC(=O)N(c2ccc(Cl)cc2)Cc2c(NCCCc3ccccc3)ncnc21,-10%
COc1ccc(C(=O)N2CC[C@@H](CC(=O)O)[C@@H](CCN(CCN3CCOCC3)c3ccccc3)C2)cc1,-6%

Copied from the entries so far (3 entries):
SMILES,Pf Dd2 growth
Cc1cc(Cl)ccc1OCC(=O)Nc1c(C(=O)c2ccccc2)oc2ccccc12,12%
OC1(c2csc(CN3CCOCC3)n2)CCN(Cc2ccccc2F)CC1,u
COc1ccccc1NC(=O)Cn1cccc1-c1nc(-c2ccc(F)cc2)no1,u

(listing goes on)
SMILES,Pf Dd2 growth
O=C(CCn1ccc(=O)[nH]c1=O)N1CCc2nc(-c3ccccc3)[nH]c2C1,i
CC(C)OCCCNC(=O)C(=O)Nc1c2c(nn1-c1ccccc1)CS(=O)(=O)C2,-9%
O=C(C[C@@H]1CCNC[C@@H]1Cc1cc(COc2ccccc2)on1)NCc1cccs1,u
Cn1ccnc1CNC(=O)C[C@@H]1C[C@H]2O[C@H](CNCc3cnccc3Cl)[C@@H](O)[C@H]2O1,0%
CN1C(=O)CO[C@H]2CN(C3CCOCC3)C[C@H]21,18%[44.1 µM]
CN1C(=O)CS(=O)(=O)C12CCN(C(=O)c1cccc(F)c1)CC2,13%
CCOC(=O)CSc1nc(-c2ccc(Cl)cc2)cc(C(F)(F)F)c1C#N,14%
O=C(c1noc2c1CCCC2)N1CCN(c2cccc(Cl)c2)C(=O)C1,-18%
c1cn(-c2ccc(-c3nc(C4CCOC4)no3)cc2)cn1 (stereo not drawn),-13%
COCC1CN(C)CC12CCN(C(=O)c1cc(C)cc(C)c1)CC2 (stereo not drawn),u
COCCNC(=O)[C@@H]1C[C@@H](O)CN1C1CCN(C(=O)CC2CCCCC2)CC1,3%
COc1cccc2c1OCC(CNC(=O)CCN1Cc3ccccc3C1=O)C2 (stereo not drawn),-4%
Cc1ccc(Cl)cc1NC(=O)c1sc2nc(-c3ccccc3)cn2c1C,19%
CCCc1nnc(C[C@@H]2C[C@@H](C(C)C)[C@H](CO)C=C2C)o1,u
COc1ccc(Cn2ccnc2SCC(=O)NC2CCCC2)cc1,4%
COCCc1nncn1C1CCN(C(=O)c2ccc(Br)cc2)CC1,u
COc1ccc(NC(=O)c2ccco2)cc1NC(=O)COc1ccccc1,1%
Cn1cnc(S(=O)(=O)N2C[C@@H](Oc3cccnc3)C[C@@H]2C(=O)N2CCOCC2)c1,-3%
Cc1nc(C)c(C(=O)N2CCc3onc(-c4cccc(F)c4)c3C2)s1,-14%
CCC(=O)N1CCc2cc(S(=O)(=O)NC(C(=O)NCCc3cccc(C)c3)C(C)C)ccc21 (stereo not drawn),21%
O=C(c1ccccn1)N1CCn2c(nnc2C2CCCNC2)C1 (stereo not drawn),-8%[44.1 µM]
COCCCNC(=O)C1CCN(C(=O)c2ccc(-n3ccc4ccccc43)s2)CC1,u
CCN(CCn1cccn1)Cc1cnc(S(=O)(=O)Cc2ccccc2)n1CC(C)C,-16%
Clc1cc(NCCc2ccccn2)n2nccc2n1,14%[44.1 µM]
Cc1ccc(-n2c(C3CCN(C(=O)c4ccc(C#N)cc4)CC3)n[nH]c2=O)cc1,-2%
COc1ccccc1-c1cc(C(=O)N2CCN(c3ncccn3)CC2)nc2c1cnn2C,104%[activator]
O=C(c1cocn1)N1C[C@@H](COc2ccncc2)[C@H](c2ccccn2)C1,6%
CCOCCNc1ncnc2c1CN(C1CCC1)C(=O)CN2C,i
CCCCS(=O)(=O)CC(O)CSc1nc(-c2ccc(C)cc2)cc(-c2ccccc2)c1C#N (stereo not drawn),u
COCCn1c(C)cnc1C1CCN(S(=O)(=O)c2ccc(C#N)cc2)C1 (stereo not drawn),u
CCc1noc(-c2cccn3c(CNC(=O)COc4ccc(F)cc4)nnc23)n1,0.71µM*
O=C(NC1CCCCCC1)C1CCN(C(=O)N2CCOc3ccc(Cl)cc32)CC1,u
CCCN1CCCn2nc(CNC(=O)c3ccc(OC)nc3OC)cc2C1,i
COc1ccccc1CNC(=O)C1CCN(C2=NS(=O)(=O)C(c3ccc(C)c(C)c3)=C2C)CC1,u
COc1ccc2c(c1)c1c(c(=O)n(-c3ccc(C)cc3)c(=O)n1CC(=O)NCc1ccc(C)cc1)n2C,15%
CC(C)NC(=O)N[C@H]1C[C@H]2C(=O)NC[C@@H](CCC(=O)N3CCOCC3)N2C1,0%[44.1 µM]
O=C(O)C1CC2(CCN(C(=O)NCc3ccccc3F)CC2)CN1 (stereo not drawn),-17%
COc1ccc(Cn2c(C3CCN(C(=O)Cc4ccc(F)cc4)CC3)n[nH]c2=O)cc1,u
COc1ccc(CC(=O)Nc2ccc3n(c2=O)C[C@H]2C[C@@H]3CN(C(=O)c3ccc(-c4ccccc4)cc3)C2)cc1,i
Cc1ccc(NC(=O)CN2C(=O)CCSc3ccc(S(=O)(=O)N4CCCC4)cc32)cc1C,13%
O=C1C(N2CCN(S(=O)(=O)c3ccc(F)c(F)c3)CC2)CCN1Cc1cccnc1 (stereo not drawn),3%
CC(=O)Nc1ccc(CN2CCC(N3CCOC3=O)CC2)cc1,14%
O=C(NCCC1=CCCCC1)C1CCN(C(=O)c2ncn3c2COC(c2ccc(Cl)cc2)C3)CC1 (stereo not drawn),-4%
CCOc1cc(=O)n2c(c1C(=O)N1CCCc3ccccc31)CCCC2,23%
Cc1ccc(Sc2ccc(N3CCCC(C(=O)Nc4ccc(Br)cc4)C3)nn2)cc1 (stereo not drawn),u
Cc1ccc2nc(Cl)c3cc(C(=O)NC4CCCCCC4)sc3c2c1,-6%
FC(F)(F)c1cccc(N2CCN(c3nc4ccccc4n4cnnc34)CC2)c1,i
CCCOc1ccc(C(=O)Nc2ccc3oc(-c4ccncc4)nc3c2)cc1,21%
CCN1CCOC(=O)C1CC(=O)Nc1cc(C)ccc1OC (stereo not drawn),-8%
CC(=O)NC1(C)CCN(Cc2ccc(-c3ccc4c(ccn4C)c3)cc2)C1 (stereo not drawn),10µM*
O=[S+]1([O-])NC2(CCCN(Cc3c(F)cccc3F)C2)COc2ccccc21 (stereo not drawn),-4%
CC(C)CNC(=O)c1cc2cn(C3CC3)cc2s1,i
CCOC(=O)c1c(C)oc2ncnc(N3CCN(c4ccccc4)CC3)c12,u
Cc1cccc(-n2cc(CN3CC[C@H](CO)[C@@H](O)C3)cn2)c1,-23%

High-throughput results: PubChem BioAssay, National Center for Advancing Translational Sciences (NCATS)
